Anthrax LF inh2: Bacillus anthracis LF protease inhibitors, primary screen, biochemical, multiplex microsphere, MLPCN library; Lethal factor (Bacillus anthracis), P15917; multiplex microsphere protease cleavage assay; inhibition, % at 10 µM; 360,000 compounds, 0.12% hits; AID 588501, 2011; in the data active = inhibition above about 30%; also: plate controls were buffer without enzyme for full effect and enzyme alone for no effect
Rv3671c protease: Rv3671c serine protease inhibitors, primary screen, biochemical, fluorescence polarization, M. tuberculosis H37Rv; P9WHR9; inhibition, % at 5.96 µM; 320,000 compounds, 0.048% hits; AID 2606, 2010; in the data active = inhibition above about 38%;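 also: extracellular domain of Rv3671c used as enzyme; 0% = enzyme with DMSO and 100% = no enzyme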
Target sequence (P9WHR9 whole entry, looked up, the tested form may be a part): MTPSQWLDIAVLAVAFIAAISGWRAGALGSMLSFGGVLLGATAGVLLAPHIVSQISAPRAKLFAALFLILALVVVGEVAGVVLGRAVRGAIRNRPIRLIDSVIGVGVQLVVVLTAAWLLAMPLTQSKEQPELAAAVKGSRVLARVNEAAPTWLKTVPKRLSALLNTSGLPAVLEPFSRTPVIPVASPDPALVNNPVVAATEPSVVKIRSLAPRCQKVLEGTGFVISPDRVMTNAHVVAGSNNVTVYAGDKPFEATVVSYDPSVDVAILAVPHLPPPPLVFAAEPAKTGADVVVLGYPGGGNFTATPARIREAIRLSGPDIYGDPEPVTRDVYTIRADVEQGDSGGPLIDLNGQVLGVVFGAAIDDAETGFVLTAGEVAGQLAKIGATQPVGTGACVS
Vc quorum ag: inducers of Vibrio cholerae quorum light production without autoinducers, primary screen, BH1578 luxS cqsA deficient, single point | activation, % at 18.7 µM | 350,000 compounds, 0.16% hits | AID 588436, 2011 | V. cholerae BH1578 lux reporter, luminescence, 6 h; in the data active = activation mostly above about 9.7%, no sharp cut-off; also: not every result past the cut was called active; inactives centre near 0; reference of the scale not given here
PfHsp40 yeast: rescue of yeast from PfHsp40 toxicity, primary screen, S. cerevisiae, ATP luminescence. S. cerevisiae expressing PfHsp40, growth rescue. growth rescue, % at 12.5 µM. 340,000 compounds, 0.68% hits; in the data active = growth rescue above about 28%, passing the limit was not always enough;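 also: yeast W303a lacking pdr1 and pdr3 grown in galactose medium; growth measured after three days at 30 °C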
MazF activator: activators of E. coli MazEF toxin-antitoxin RNase, primary screen, biochemical, fluorescence, uHTS; FAM/BHQ RNA-DNA oligo cleavage fluorescence, 5 h; activation, % at 20 µM; Endoribonuclease toxin MazF (Escherichia coli (strain K12)), P0AE70; 350,000 compounds, 0.32% hits; in the data active = activation above about 50%
Target sequence (P0AE70 whole entry, looked up): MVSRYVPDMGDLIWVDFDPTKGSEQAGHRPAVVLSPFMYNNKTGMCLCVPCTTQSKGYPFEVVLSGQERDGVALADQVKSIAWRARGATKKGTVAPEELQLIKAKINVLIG
TcdB GH inh: TcdB glycohydrolase inhibitors, primary screen, biochemical, single point, plate reader; Toxin B (Clostridioides difficile), P18177; TcdB glycohydrolase enzymatic assay; inhibition, % at 9.99 µM; 350,000 compounds, 0.24% hits; in the data active = inhibition above about 10%
3CLpro inhibitor: SARS-CoV 3CLpro protease inhibitors, primary screen, biochemical, quenched FRET | Replicase polyprotein 1ab (Severe acute respiratory syndrome coronavirus), P0C6X7 | recombinant SARS-CoV 3CLpro, quenched FRET peptide cleavage | inhibition, % at 6 µM | 290,000 compounds, 0.14% hits | AID 1706, 2009; in the data active = inhibition above about 12%
SSB-PriA inh: inhibitors of Klebsiella pneumoniae PriA binding to SSB C-terminal tail, primary screen, biochemical, AlphaScreen | AlphaScreen SSBct-PriA binding, biotinylated peptide | AID 1272365, 2023 | inhibition, % at 33 µM | 430,000 compounds, 0.6% hits; in the data active = inhibition mostly above about 37%, no sharp cut-off; inactive = mostly below about 20%;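 also: plate controls were negative control peptide for no effect and reference peptide for full effect; strong numbers were not always called active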
VHR inh abs: VHR1 phosphatase inhibitors, primary screen, biochemical, absorbance, uHTS; 290,000 compounds, 0.52% hits; AID 1654, 2009; recombinant VHR phosphatase, pNPP absorbance; inhibition, % at 13.3 µM; in the data active = inhibition above about 50%; also: some compounds called inactive have numbers as strong as hits
Target sequence (P51452 whole entry, looked up): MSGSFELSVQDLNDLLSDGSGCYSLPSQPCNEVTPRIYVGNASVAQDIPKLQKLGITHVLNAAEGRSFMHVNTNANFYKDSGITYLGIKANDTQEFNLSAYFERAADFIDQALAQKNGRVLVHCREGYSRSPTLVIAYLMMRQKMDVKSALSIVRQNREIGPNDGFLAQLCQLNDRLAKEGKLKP
Yp Topo-I inh: Yersinia pestis topoisomerase I inhibitors, primary screen, biochemical, cleavage product accumulation, plate reader, single point. Y. pestis Topo-I cleavage product accumulation. activity, % at 10 µM. DNA topoisomerase I (Yersinia pestis CO92). 360,000 compounds, 0.064% hits; in the data active = activity above about 50%, passing the limit was not always enough; also: inactives centre near 2
* marks the source's active call; other numbers are inactive results; i = inactive; x = not tested or not shown; & = joins results of further samples.

Sequence of screens: Anthrax LF inh2	SSB-PriA inh	Rv3671c protease	3CLpro inhibitor	PfHsp40 yeast	MazF activator	TcdB GH inh	Vc quorum ag	Yp Topo-I inh	VHR inh abs
> CCOC(=O)c1ccc(NC(=O)NCc2cccnc2)cc1
→ 0	-6	5	3	-1.6	-1	0.3	i	-1	24
> COc1cccc(/C=C2\Oc3cc(OCC(=O)N4Cc5ccccc5C[C@H]4C(=O)O)ccc3C2=O)c1
→ -1	5	-33	10	1.3	-6	x	-0.5	2	16
> COCCNC(=O)C(=O)Nc1ccc(Br)cc1
→ -2	-6	2	-1	-0.2	8	x	-0.7	1	-1
> COc1ccc(/C=C2\N=C(SC)N(C)C2=O)cc1
→ -2	-2	0	0	-0.7	5	2.2	i	17	14
> Cc1ccccc1CNS(=O)(=O)c1c(C(=O)N2CCCCC2)c(C)n(C)c1C
→ -2	3	0	3	-0.6	0	-3.0	i	-9	-7
> CCCc1nc(N2CCN(C)CC2)c2sc(=S)n(-c3ccccc3)c2n1
→ -4	-3	-6	10	0.7	5	2.6	-0.4	-8	2
> c1ccc(NCc2nc(-c3ccccc3)no2)cc1
→ -9	-32	-9	1	1.3	4	x	i	5	21
> COc1ccc(CNC(=O)c2cccc(S(=O)(=O)N3CCN(c4ccc(F)cc4)CC3)c2)cc1
→ -7	-5	x	x	0.4	-11	1.4	i	-12	x
> COc1ccccc1OCc1cc(C(=O)N2CC3C[C@@H]4CC2C[C@H](C3)C4)no1
→ -3	1	-4	1	0.4	6	2.4	2.5	27	-20
> Cc1ccc(OCc2cc(C(=O)Nc3ccccc3)oc2C)cc1
→ 2	-12	-7	-1	0.0	-10	x	i	9	21
> Cc1nc(N)nc(N/N=C/c2c(F)cccc2Cl)n1
→ -8	x	8	-4	0.8	-2	0.8	-1.6	1	14
> CN1C(=O)N(C)C2(CC1(C)C)CC(C)(C)N(C)C(=O)N2C
→ 4	-6	6	-2	-1.6	-6	x	x	-9	14
> O=C(CCN1C(=O)c2ccccc2C1=O)Nc1ccc(-c2cn3ccsc3n2)cc1
→ 3	-3	-5	1	2.2	-1	x	-0.2	1	8
> Cn1cncc1C#Cc1ccc2cc(C3(O)CCCCC3)oc(=O)c2c1
→ -1	-12	2	x	-0.7	76*	x	-0.6	4	x
> COc1ccc(CNc2ccc(N3CCN(C(C)=O)CC3)cc2)cc1OC
→ 2	6	x	x	1.2	9	-14	-1.3	8	x
> NS(=O)(=O)c1ccc(CCNC(=O)c2ccc(OCC3CCCO3)cc2)cc1 (stereo not drawn)
→ 1	-8	2	8	-0.2	0	2.8	0.2	4	17
> CCCCN(C(=O)c1ccc(S(=O)(=O)N(C)C)cc1)c1ccccc1
→ 0	6	3	0	-0.8	1	0.6	-0.3	5	17
> COc1ccc(CC(=O)NCc2nnc(SCC(=O)Nc3cccc(F)c3)n2C)cc1
→ 1	3	-5	3	-0.4	3	1.9	-1.1	4	26
> Cc1ccc(CN2CCN(CC(=O)O)C2=O)cc1
→ 4	5	1	6	0.6	9	5.0	-0.2	2	6
> O=C1CC2(CCCCC2)Oc2ccc(F)cc21
→ 1	-26	0	x	-1.2	-2	x	-0.6	-13	x

Rewritten as a markdown table: two of the compounds above.
| Structure | Anthrax LF inh2 | SSB-PriA inh | Rv3671c protease | 3CLpro inhibitor | PfHsp40 yeast | MazF activator | TcdB GH inh | Vc quorum ag | Yp Topo-I inh | VHR inh abs |
| --- | --- | --- | --- | --- | --- | --- | --- | --- | --- | --- |
| Cc1ccc(CN2CCN(CC(=O)O)C2=O)cc1 | 4 | 5 | 1 | 6 | 0.6 | 9 | 5.0 | -0.2 | 2 | 6 |
| O=C1CC2(CCCCC2)Oc2ccc(F)cc21 | 1 | -26 | 0 | x | -1.2 | -2 | x | -0.6 | -13 | x |

Entries from the list above containing a COOH group, in the order listed:
Sequence of screens: Anthrax LF inh2	SSB-PriA inh	Rv3671c protease	3CLpro inhibitor	PfHsp40 yeast	MazF activator	TcdB GH inh	Vc quorum ag	Yp Topo-I inh	VHR inh abs
> COc1cccc(/C=C2\Oc3cc(OCC(=O)N4Cc5ccccc5C[C@H]4C(=O)O)ccc3C2=O)c1
→ -1	5	-33	10	1.3	-6	x	-0.5	2	16
> Cc1ccc(CN2CCN(CC(=O)O)C2=O)cc1
→ 4	5	1	6	0.6	9	5.0	-0.2	2	6

Remaining list, next part.
Sequence of screens: Anthrax LF inh2	SSB-PriA inh	Rv3671c protease	3CLpro inhibitor	PfHsp40 yeast	MazF activator	TcdB GH inh	Vc quorum ag	Yp Topo-I inh	VHR inh abs
> C=CCN(CC(=O)NC1CCCC1)C(=O)C(=O)Nc1ccc2c(c1)OCCO2
→ 0	2	8	3	-1.1	14	0.2	-0.2	4	17
> CC(=O)c1ccccc1NC(=O)COC(=O)C1COc2ccccc2O1 (stereo not drawn)
→ -4	x	x	x	x	5	-0.3	i	5	x
> COc1ccccc1NC(=O)O/N=C(\N)c1ccccc1
→ -8	i	6	-4	0.8	7	1.6	i	5	-3
> COc1ccccc1NC(=O)c1ccccc1NC(=O)c1cc(Cl)ccc1NC(=O)c1ccco1
→ 0	-12	-11	3	-0.3	-6	-0.6	i	-5	21
> COc1cc(CC(=O)N(C)CC(=O)Nc2cc(C)ccc2C)cc(OC)c1OC
→ 0	2	-1	-3	-1.7	3	0.8	-0.5	2	6
> COc1ccccc1Nc1nc(NCCO)nc(N2CCCC2)n1
→ 5	-3	-5	x	-1.9	2	2.3	-11	13	x
> O=C(Cc1ccc2c(c1)OCCO2)N1CCN(S(=O)(=O)c2cccc(Cl)c2Cl)CC1
→ -2	4	-6	4	0.2	-7	1.3	-0.8	28	-1
> COc1ccccc1OCC(=O)Nc1c2c(nn1-c1ccc(C)cc1)CS(=O)(=O)C2
→ 0	0	3	x	-0.2	1	0.6	14	17	x
> ONC(=Nc1cccc(C(F)(F)F)c1)c1cccnc1
→ 3	-1	5	0	-0.9	3	3.7	i	-4	22
> COc1ccc(/C=C\c2cc(OC)c(OC)cc2CC[N+](C)(C)C)cc1OC
→ -6	11	1	-2	0.3&0.9	3	x	1.1&11	-17	16
> COc1ccc(S(=O)(=O)N2CCCCC2)cc1NC(=S)Nc1cccc(Cl)c1C
→ 1	2	-5	-5	2.1	-9	x	-3.3	5	10
> CC1CCC(C(C)C)C(OC(=O)CSc2nnc(N)s2)C1 (stereo not drawn)
→ -1	-1	-8	8	0.5	1	x	-0.4	6	15
> Cc1c(-c2ccc(F)cc2)[n+](=O)c2c(n1[O-])CCCCC2
→ -2	-8	-7	2	-0.5	-2	0.8	-0.1	12	4
> CCOC(=O)COc1ccc(S(=O)(=O)N2CCN(c3ccccc3)CC2)cc1
→ -2	-10	-4	-1	-0.3	-7	x	i	6	5
> CCC(CC)NC(=O)c1ccc(NS(=O)(=O)c2ccc3[nH]c(=O)[nH]c3c2)cc1
→ 3	9	7	-4	0.6	0	0.1	-0.5	-7	10
> Cc1nn(C(C)C(=O)c2cccc(Cl)c2)c(C)c1[N+](=O)[O-] (stereo not drawn)
→ -1	-4	-5	1	-0.3	1	0.3	0.7	1	-7
> O=C(NCN1C(=O)C2C3C=CC(C3)C2C1=O)Nc1nncs1 (stereo not drawn)
→ 0	7	-7	-2	-1.8	1	x	0.7	-5	45
> CCOC(=O)N1CCN(S(=O)(=O)c2ccc(OC)c(C(=O)N3CCCCC3)c2)CC1
→ 1	-2	8	-9	0.1	-1	0.6	-0.3	-9	12
> CCNC(=O)CC1C(=O)N(c2ccc(F)cc2)C(=O)N1Cc1ccc(OC)cc1 (stereo not drawn)
→ -3	-8	2	2	3.9	-1	6.5	i	9	41
> COc1cc2[nH]c(=O)n(CCC(=O)N3CC=C(c4ccccc4)CC3)c(=O)c2cc1OC
→ 6	-5	-4	-3	-0.4	5	x	i	8	-2
> COc1ccc(CNc2n[nH]c(NCc3ccc(OC)c(OC)c3)n2)cc1OC
→ 0	-7	5	-4	0.6	7	x	i	-2	-9
> CC(C)n1cnc2c(Nc3cccc(Cl)c3)nc(NCCCO)nc21
→ 3	23	15	x	12	1	1.7	1.2	3	-9
> CC(O)Cn1c(N2CCCC2)nc2c1c(=O)n(C)c(=O)n2C (stereo not drawn)
→ 8	-1	1	-3	-0.3	9	1.5	i	7	-1
> N/C(CSc1nc(-c2ccccc2)c(-c2ccccc2)o1)=N\O
→ -3	x	1	2	1.0	-6	x	0.0	5	19
> COc1ccccc1C(=O)NC(CCSC)C(=O)NC1CC1 (stereo not drawn)
→ 3	0	-6	x	-0.2	4	-0.3	-2.6	3	x
> CCC(=O)N(c1ccc(C(=O)O)cc1)c1nc(-c2ccc(OC)cc2)c(C)s1
→ 1	0	0	5	-0.8	3	-1.3	i	3	40
> CCCCCCCCOC(=O)C[N+](C)(C)C/C=C(/C)Cl
→ -1	-1	0	3	-0.8	6	1.4	0.4	3	-7
> CC(C)(CO)Nc1nc(Cl)nc(NC2CCCCC2)n1
→ -13	-1	2	-3	-1.0	13	1.0	-0.4	-5	10
> COc1cc(C2c3cc4c(cc3C(O)C3COCC23)OCO4)cc(OC)c1OC (stereo not drawn)
→ 1	-8	x	x	-0.4	-2	-3.2	0.0	0	x
> CCOc1ccccc1NC(=O)NC1Cc2ccccc2C1
→ 3	13	-8	3	-0.1	0	x	-0.6	2	41
> Cc1ccc2[nH]c(-c3ccccc3)c(CN3CCCC3)c(=O)c2c1
→ -9	-13	0	-2	-1.4	-3	0.4	-0.3	-3	26
> CCc1nc2c(OCc3ccc(F)c(F)c3)cccn2c1N(C)C(=O)c1ccc(C)cc1
→ -5	x	x	x	x	x	-4.9	-0.5	8	x
> CCN(CC)C(=O)OCCc1cc2ccccc2c(=O)o1
→ 4	7	3	x	-0.7	-4	1.5	0.3	-6	x
> CSc1nc(C)c(C(=O)C[n+]2ccccc2)cc1C#N
→ 0	3	11	-1	-0.2	1	0.2	0.4	-3	10
> CCN(C=NC1=NN(c2cccc(C(F)(F)F)c2)CC1)CC
→ -4	30	-7	-3	1.4	0	x	-0.3	-3	-11
> CCCCN(C(=O)Nc1ccc(Cl)cc1)C1CCN(C(C)=O)CC1
→ 1	-2	1	0	-0.3	4	x	-1.8	-3	-1
> CC(=O)N1CCOc2ccc(S(=O)(=O)N3CCC(C(=O)Nc4ccc(C)cc4C)CC3)cc21
→ 0	4	0	-4	-0.4	-18	1.2	-0.4	10	-5

A portion of the library, so the mix of outcomes need not match the whole.
